Source: PubChem BioAssay
CCHF vOTU inh – CCHFV vOTU protease inhibitors, primary screen, biochemical, Pep-AMC substrate, fluorescence. Crimean-Congo hemorrhagic fever virus L polyprotein viral ovarian tumor (vOTU) protease …. inhibition, % at 11.5 µM. 370,000 compounds, 0.55% hits. AID 651958, 2012; in the data active = inhibition above about 30%; note: 0% = vehicle wells with enzyme and 100% = no enzyme wells
BoNT A protease – BoNT/A light chain protease inhibitors, primary screen, biochemical, flow cytometry, MLPCN library; Botulinum neurotoxin type A light chain protease (Clostridium botulinum A str. ATCC 3502); 360,000 compounds, 0.17% hits; inhibition, % at 10 µM; multiplex microsphere protease substrate cleavage; AID 588499, 2011; note: plate controls were buffer without enzyme for full effect and enzyme alone for no effect
Anthrax LF inh2 – Bacillus anthracis LF protease inhibitors, primary screen, biochemical, multiplex microsphere, MLPCN library; Lethal factor (Bacillus anthracis), P15917; inhibition, % at 10 µM; 360,000 compounds, 0.12% hits; AID 588501, 2011; multiplex microsphere protease cleavage assay; note: plate controls were buffer without enzyme for full effect and enzyme alone for no effect
Target sequence (P15917 whole entry, looked up): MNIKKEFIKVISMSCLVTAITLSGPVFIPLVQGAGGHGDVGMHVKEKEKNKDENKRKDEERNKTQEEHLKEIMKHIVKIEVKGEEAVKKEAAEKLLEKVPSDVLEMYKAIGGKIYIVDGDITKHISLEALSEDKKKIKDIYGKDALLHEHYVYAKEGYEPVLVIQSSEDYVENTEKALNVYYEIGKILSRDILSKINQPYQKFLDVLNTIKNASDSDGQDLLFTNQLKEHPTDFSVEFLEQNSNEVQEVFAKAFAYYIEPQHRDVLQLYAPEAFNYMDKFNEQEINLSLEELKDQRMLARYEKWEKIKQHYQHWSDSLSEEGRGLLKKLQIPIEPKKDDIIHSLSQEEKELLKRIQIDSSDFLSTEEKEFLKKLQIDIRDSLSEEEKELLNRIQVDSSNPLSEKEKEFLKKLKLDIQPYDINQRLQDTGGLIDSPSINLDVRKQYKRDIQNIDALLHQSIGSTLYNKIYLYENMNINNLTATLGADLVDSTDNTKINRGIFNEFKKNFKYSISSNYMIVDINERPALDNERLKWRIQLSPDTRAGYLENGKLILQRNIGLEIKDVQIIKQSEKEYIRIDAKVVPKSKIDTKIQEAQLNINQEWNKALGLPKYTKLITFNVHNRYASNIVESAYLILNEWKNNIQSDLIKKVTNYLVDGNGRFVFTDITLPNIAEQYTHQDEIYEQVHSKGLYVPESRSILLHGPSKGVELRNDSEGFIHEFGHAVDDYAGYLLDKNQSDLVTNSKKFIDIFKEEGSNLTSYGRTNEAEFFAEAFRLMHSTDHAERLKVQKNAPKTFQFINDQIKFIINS
Y pestis TopoI – Yersinia pestis topoisomerase I inhibitors, primary screen, biochemical, cleavage product accumulation, plate reader, single point. 360,000 compounds, 0.064% hits. DNA topoisomerase I (Yersinia pestis CO92). Y. pestis Topo-I cleavage product accumulation. activity, % at 10 µM; in the data active = activity above about 50%, passing the limit was not always enough; inconclusive = no clear call, values can overlap the other calls; note: inactives centre near 2
SSB-PriA inh – inhibitors of Klebsiella pneumoniae PriA binding to SSB C-terminal tail, primary screen, biochemical, AlphaScreen | AID 1272365, 2023 | PriA–SSB C-terminal tail interaction (Klebsiella pneumoniae) | 430,000 compounds, 0.6% hits | inhibition, % at 33 µM | AlphaScreen SSBct-PriA binding, biotinylated peptide; in the data active = inhibition mostly above about 37%, no sharp cut-off; inactive = mostly below about 20%;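 note: plate controls were negative control peptide for no effect and reference peptide for full effect; strong numbers were not always called active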
BH1578 lux ind – inducers of Vibrio cholerae quorum light production without autoinducers, primary screen, BH1578 luxS cqsA deficient, single point; V. cholerae BH1578 lux reporter, luminescence, 6 h; activation, % at 18.7 µM; 350,000 compounds, 0.16% hits; AID 588436, 2011; in the data active = activation mostly above about 9.7%, no sharp cut-off; inconclusive = no clear call, values can overlap the other calls; inactive = mostly below about 3.7%; note: not every result past the cut was called active; inactives centre near 0; reference of the scale not given here
DUSP3 inh – VHR1 phosphatase inhibitors, primary screen, biochemical, absorbance, uHTS; recombinant VHR phosphatase, pNPP absorbance; Dual specificity protein phosphatase 3 (Homo sapiens), P51452; 290,000 compounds, 0.52% hits; inhibition, % at 13.3 µM; in the data active = inhibition above about 50%; note: some compounds called inactive have numbers as strong as hits
Target sequence (P51452 whole entry, looked up): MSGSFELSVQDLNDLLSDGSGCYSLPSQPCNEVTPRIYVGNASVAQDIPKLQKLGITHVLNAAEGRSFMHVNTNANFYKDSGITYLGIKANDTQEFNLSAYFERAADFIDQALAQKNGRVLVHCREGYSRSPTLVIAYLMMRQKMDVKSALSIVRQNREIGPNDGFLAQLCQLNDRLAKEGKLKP
SARS 3CLpro inh – SARS-CoV 3CLpro protease inhibitors, primary screen, biochemical, quenched FRET | AID 1706, 2009 | inhibition, % at 6 µM | recombinant SARS-CoV 3CLpro, quenched FRET peptide cleavage | 290,000 compounds, 0.14% hits | Replicase polyprotein 1ab (Severe acute respiratory syndrome coronavirus), P0C6X7; in the data active = inhibition above about 12%
TcdB inh – TcdB glycohydrolase inhibitors, primary screen, biochemical, single point, plate reader; Toxin B (Clostridioides difficile), P18177; inhibition, % at 9.99 µM; AID 652162, 2013; 350,000 compounds, 0.24% hits; TcdB glycohydrolase enzymatic assay; in the data active = inhibition above about 10%
PfHsp40 rescue – rescue of yeast from PfHsp40 toxicity, primary screen, S. cerevisiae, ATP luminescence. S. cerevisiae expressing PfHsp40, growth rescue. growth rescue, % at 12.5 µM. AID 504582, 2011. 340,000 compounds, 0.68% hits; in the data active = growth rescue above about 28%, passing the limit was not always enough; inconclusive = no clear call, values can overlap the other calls;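 note: yeast W303a lacking pdr1 and pdr3 grown in galactose medium; growth measured after three days at 30 °C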
Numbers without * were called inactive; i = inactive; u = inconclusive; x = not tested or not shown. Cut-off read from the data, not from the text of the source, unless noted: active = inhibition above about 30%; inconclusive = no clear call, values can overlap the other calls; inactive = below that. The list is partial; count on the stated rates, not on these rows.

SMILES	CCHF vOTU inh	BoNT A protease	Anthrax LF inh2	Y pestis TopoI	SSB-PriA inh	BH1578 lux ind	DUSP3 inh	SARS 3CLpro inh	TcdB inh	PfHsp40 rescue
COc1ccc(NS(=O)(=O)c2ccc(N3CCCCC3)c(N)c2)cc1	13	-0.4	-4	9	10	-0.3	x	x	-0.1	4.1
CC1=C(C(=O)N(C)C)CC(CC(=O)NCc2cccs2)C(=O)N1Cc1ccc(F)cc1 (stereo unspecified)	1	-2.3	-1	x	x	x	x	x	0.9	x
O=C(O)CCCC(=O)Nc1ccccc1SCCS(=O)(=O)c1ccc(Cl)cc1	-2	-1.4	1	0	-32	0.3	-2	-2	2.3	0.3
Cc1cc(Cl)ccc1OCC(=O)NCCOc1nc(N2CCCCC2)nc(N2CCOCC2)n1	-1	-1.9	0	2	-1	i	24	1	x	-0.4
COc1cc(C(=O)NCc2nnc(SCC(=O)Nc3cc(C)on3)o2)cc(OC)c1OC	-3	0.0	-3	-9	-5	-0.2	-35	2	1.7	0.1
CC(C)(CNC(=O)c1ccc(S(=O)(=O)Nc2cccc(C(F)(F)F)c2)cc1)N1CCOCC1	7	2.8	-4	-3	-20	-2.1	x	x	1.4	-1.1
O=S(=O)(c1ccc(N2CCOCC2)nc1)N(Cc1ccccn1)Cc1ccccn1	1	-0.5	3	-11	-8	5.3	-2	2	1.2	0.7
Cc1cc(-c2onc(C)c2C(=O)Nc2ccc(C(F)(F)F)cc2)no1	0	-3.5	14	0	-4	-1.3	12	4	0.4	0.1
O=C(CSc1ncn[nH]1)CSc1ncn[nH]1	15	0.1	-1	5	3	2.7	-10	3	0.9	u
COc1ccc(-c2cc(-c3nnc(COC(=O)c4ccc(O)cc4)o3)c3ccccc3n2)cc1OC	15	4.8	8	5	-29	-0.5	14	4	0.0	2.1
Cc1cnc(C(=O)Nc2ccccc2C(=O)N2CCOCC2)cn1	5	0.0	-2	6	4	x	0	-1	x	-0.3
CCc1noc(C)c1C(=O)N(CC(C)C)c1c(N)n(Cc2ccccc2)c(=O)[nH]c1=O	7	4.1	4	-1	-1	-1.1	x	x	0.5	-0.4
NC(=O)c1ccc(-c2ncc(-c3ccccc3)o2)cc1	-296	5.9	-2	4	-2	-0.9	20	1	x	1.7
Cc1ccc(NS(=O)(=O)c2ccc(C(=O)NCC(c3ccco3)N(C)C)cc2)cc1 (stereo unspecified)	-4	3.4	-2	-5	-3	-2.5	22	-1	-0.2	1.7
CCN(CC)CCC12CC(C)OC1=Nc1ccccc1NC2=O (stereo unspecified)	5	-0.6	-6	x	x	x	x	x	1.1	x
O=c1[nH]c(C2CCCN(S(=O)(=O)c3ccccc3)C2)nc2c1nnn2Cc1ccc(OC(F)(F)F)cc1 (stereo unspecified)	12	0.4	-1	-1	-3	i	18	-2	1.0	-1.2
O=C(Cc1ccc(Br)cc1)NC1CCSC1=O (stereo unspecified)	-5	1.2	-1	7	-12	-0.5	-5	5	2.9	0.2
Cc1ccc(SCc2cn3c(C)csc3n2)cc1	-14	-0.4	-1	26	4	-1.5	24	0	1.9	4.4
Cc1ccc(C(=O)N[C@H](C(=O)OCC(=O)Nc2cccc(S(N)(=O)=O)c2)C(C)C)cc1	-6	0.7	0	-2	1	-0.4	1	-1	0.5	0.8
CC(Oc1ccccc1F)C(=O)NNC(=O)c1cc2ccccc2o1 (stereo unspecified)	-4	-0.8	-1	4	-8	-1.6	0	-2	0.3	-1.5
CCN(CC)C(=O)C(=O)Nc1ccc(F)c(Cl)c1	-8	-0.1	-3	-1	3	-0.2	-8	11	1.6	-1.0
Cc1nnc(SCC(=O)NCc2ccc(F)cc2)[nH]c1=O	10	-0.8	-1	-5	0	-0.5	24	-4	-0.3	-0.5
COc1cc2c(cc1OC)C(c1cc(Br)ccc1F)N(C(=O)CCl)CC2 (stereo unspecified)	-15	0.9	0	32	-3	-1.1	7	22*	1.2	0.1
COC(=O)C1=C(CSc2nc3ccccc3s2)NC(=O)NC1c1ccc(F)cc1 (stereo unspecified)	-4	-0.1	-3	31	-19	i	29	3	x	-0.2
CCN/C=C(\C#N)S(=O)(=O)c1ccc(Br)cc1	0	-0.2	-11	4	-10	-0.4	20	1	0.5	0.4
Cc1cc(C)n(-c2ccc(C(=O)N3CCN(S(=O)(=O)c4ccc(C(C)C)cc4)CC3)cc2)n1	10	x	x	0	-3	-0.3	x	x	0.3	0.1
COc1ccc(OC)c(S(=O)(=O)N2CCC(C(=O)NC3CC3)CC2)c1	-1	1.3	3	1	-6	-3.1	34	-1	0.1	1.3
O=C(c1ccc(F)cc1)N1CCN(c2cc(N3CCCCC3)c(F)cc2[N+](=O)[O-])CC1	0	-0.9	-5	5	35	-0.3	5	-2	x	3.5
CCCOc1cc(CN2CCCCC2)cc(C(C)=O)c1	-5	1.3	3	5	-6	4.2	-6	1	x	1.6
Clc1ccc(-n2cccc2CN2CCc3c([nH]c4ccccc34)C2c2ccccn2)nc1 (stereo unspecified)	0	0.5	-4	18	-6	-0.4	8	1	0.5	1.1
CC1(c2ccc(OC(F)F)cc2)NC(=O)N(CC(=O)Nc2ccc(N3CCCCC3)cc2)C1=O (stereo unspecified)	2	-4.2	-4	-1	10	i	x	x	-1.3	0.2
COc1cccc(Nc2nc(C(N)C3CCCCC3)cs2)n1 (stereo unspecified)	14	-0.2	-9	-20	x	i	x	x	1.2	x
Cc1cccc(NC(=O)CCNC(=O)c2ccco2)c1	-1	0.5	-1	-3	-1	0.1	51*	2	-7.4	0.3
O=C(NCCCc1ccccc1)c1ccccc1	1	0.4	1	5	-25	i	18	-2	x	-0.5
Cc1ccc(OCCNC(=O)c2ccc(COc3ccccc3)o2)cc1	8	5.4	2	39	-29	-2.8	x	x	-0.9	-0.3
O=C(CN1CCCCC1)N1N=C(c2cccs2)CC1c1cccs1 (stereo unspecified)	-4	-0.3	0	-1	7	-5.6	-3	1	-0.2	0.5
COc1ccc(NC(=O)C2CCN(S(=O)(=O)c3cccc4cccnc34)CC2)cc1OC	-5	0.1	2	3	x	-0.5	14	-3	0.0	0.8
CCOC(=O)C1=C(C)NC(C)=C(C(=O)OCC)C1c1sccc1C	13	-0.3	1	-11	-9	-0.1	-4	8	x	0.5
CC1=C(/C=C/C(C)=N\NC(=O)c2ccncc2)C(C)(C)CCC1	22	-1.0	0	5	x	-0.8	12	-4	-0.9	-1.3
O=C(NCCCN1CCCC1=O)Nc1ccccc1F	20	2.8	4	10	-3	1.7	32	2	0.8	-1.9
COC(=O)Nc1ccc(S(=O)(=O)N2CCCC(C(=O)NC3CCS(=O)(=O)C3)C2)cc1 (stereo unspecified)	-2	-0.1	1	3	5	i	-4	-7	x	-2.2
Cc1nc2ccc(NS(=O)(=O)c3ccccc3F)cc2s1	1	0.6	-3	6	0	0.8	x	x	0.0	3.5
CCOC(=O)N1CCN(S(=O)(=O)N2CCCC(C(=O)NCc3ccc(C)cc3)C2)CC1 (stereo unspecified)	-6	0.2	5	-4	x	-3.3	x	x	-1.0	x
CC(C)CCOc1ccc(C(=O)NN2C(=O)NC3(CCCCC3)C2=O)cc1	-6	x	x	-8	-17	-0.7	x	x	0.1	0.0
Cc1ccc(CNC(=O)CSCc2ccccc2F)cc1	5	-0.3	2	16	-10	-0.4	13	1	2.1	-0.4
CC(C)(C)c1nnc2sc(SCC(=O)NCc3ccco3)nn2c1=O	3	-0.3	-2	2	1	i	x	x	0.9	0.4
O=S(=O)(c1ccc(N2CCN(S(=O)(=O)c3ccccc3)CC2)nc1)N1CCCC1	0	-0.1	0	-6	5	i	26	1	-0.2	0.7
Cc1ccc(-c2nc3ccc(Cl)cn3c2Cc2cccc(F)c2)cc1	26	0.7	3	x	x	x	x	x	-8.5	x
COc1ccc(C(=O)NCCSc2ccccc2C)cc1	11	u	-12	-3	-29	-0.5	6	6	-0.1	1.6
O=C(CN1CCN(C(=O)C2COc3ccccc3O2)CC1)Nc1ccc(F)cc1 (stereo unspecified)	6	-0.6	-1	8	-12	-0.5	5	1	-0.3	x
CCCOC1CCCN(C(=O)c2ccc(OC3CCN(C(=O)CCOC)CC3)cc2)C1 (stereo unspecified)	9	2.0	-1	14	-2	i	-6	-3	-0.7	0.4
O=CN1CCN(C(C(=O)NC2CCCC2)c2cc3c(cc2[N+](=O)[O-])OCO3)CC1 (stereo unspecified)	17	2.5	-9	1	-1	1.1	1	0	-0.5	-0.1
Nc1ncnc2c1ncn2[C@@H]1O[C@H](CO)C[C@H]1O	14	0.2	-5	8	4	2.8	x	x	0.6	0.2
COc1ccc(Cl)cc1NS(=O)(=O)c1cccc(C(=O)NC2CC2)c1	0	-0.7	5	0	7	6.2	x	x	0.2	-0.1
COc1ccc(-c2csc(N(CC3CCCO3)C(=O)c3ccco3)n2)cc1 (stereo unspecified)	4	0.4	2	6	3	-0.2	1	6	x	0.0
CN(CC(=O)NCCc1ccc(Cl)cc1)S(=O)(=O)c1cccs1	-3	0.0	-5	8	-13	-0.1	5	-5	3.2	u
COc1cc(OC)c(OC)cc1/C=N/N(C)c1ccccc1	11	-0.2	-6	12	x	i	25	0	x	2.5
S=C1N[C@H]2CCCC[C@@H]2N1	-6	x	x	-2	-3	-0.5	23	-3	-1.7	x
COC(=O)N1C(=O)[C@](c2ccccc2)(C2CCCCC2)N1C(=O)OC	3	0.2	-1	11	-3	i	21	1	1.3	-0.3
Cc1cc(C)n(-c2nnc(N3CCN(c4ccccc4)CC3)nn2)n1	-6	6.6	3	13	3	i	17	-2	-2.4	1.6

Shown with values under each structure: entries from further up
Sequence of screens: CCHF vOTU inh, BoNT A protease, Anthrax LF inh2, Y pestis TopoI, SSB-PriA inh, BH1578 lux ind, DUSP3 inh, SARS 3CLpro inh, TcdB inh, PfHsp40 rescue
COc1ccc(-c2csc(N(CC3CCCO3)C(=O)c3ccco3)n2)cc1 (stereo unspecified)
    4, 0.4, 2, 6, 3, -0.2, 1, 6, x, 0.0
CCCOC1CCCN(C(=O)c2ccc(OC3CCN(C(=O)CCOC)CC3)cc2)C1 (stereo unspecified)
    9, 2.0, -1, 14, -2, i, -6, -3, -0.7, 0.4

More structures:
SMILES	CCHF vOTU inh	BoNT A protease	Anthrax LF inh2	Y pestis TopoI	SSB-PriA inh	BH1578 lux ind	DUSP3 inh	SARS 3CLpro inh	TcdB inh	PfHsp40 rescue
Cc1nn(-c2ncc(C(F)(F)F)cc2Cl)c(=O)n1-c1cccc(F)c1	16	-0.5	-2	0	-12	-0.3	12	-3	0.0	0.8
Cc1ccc(NS(=O)(=O)c2ccccc2)c(NS(=O)(=O)c2ccccc2)c1	0	-0.1	-9	7	5	-0.8	x	x	4.4	0.7
CCOc1ccccc1C(=O)NCC(=O)NNC(=O)c1cccs1	4	-0.4	3	7	-7	-0.4	x	x	-0.7	-2.3
CC(=O)Nc1nc(C=C(Cl)Cl)cs1	10	2.1	4	-5	-19	i	-6	-5	x	11
S=C(Nc1cccc(Cl)c1)Nc1ccccc1Oc1ccccc1	-9	1.7	-4	-3	3	i	21	2	x	0.3
Cc1cc2nc(-c3ccc(=O)[nH]c3)n(C)c2cc1C	-13	0.8	4	6	2	i	20	-5	0.0	-1.5
